Screens from PubChem BioAssay.
LYP inhibition – inhibitors of LYP phosphatase, biochemical, fluorescence intensity, uHTS (AID 1779); one-dose inhibition, % at 11.5 µM; IC50 in µM for titrated hits; 0.054% of 290,000 active; recombinant LYP phosphatase, fluorescence intensity; higher % means a stronger effect;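 further: plate controls were vehicle with enzyme for no effect and no enzyme for full effect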
HIV fusion peptide – inhibitors of HIV fusion peptide binding, primary screen, biochemical, uHTS, fluorescence dequenching (AID 1986); cell-free peptide binding, fluorescence dequenching, 30 min; higher % means a stronger effect; inhibition, % at 20 µM; hits with a dose series show IC50 in µM; 0.3% of 290,000 active; in the data active means inhibition mostly above about 52%, no sharp cut-off; inactive means mostly below about 76%; further: some results filed as inactive read as strong as hits
NS5 inhibitors – flavivirus cap methylation enzyme inhibition – biochemical, confirmation dose response, primary screen (AID 588689); 0.3% of 340,000 active; Dengue-2 NS5 methyltransferase capping enzyme assay, biochemical; higher % means a stronger effect; one-dose inhibition, % at 25 µM; IC50 in µM for titrated hits; in the data active means a potency from the dose series; inconclusive means inhibition above about 29% without an active follow-up result
Lipid droplet – modulators of hepatic lipid droplet formation; 0.4% of 240,000 active; inhibition, % at 6.5 µM; AML12 mouse hepatocytes, oleate lipid droplets, BODIPY imaging;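 active means lipid droplet intensity inhibited by at least 50%, with more than 500 cells counted; inconclusive means wells with under 300 cells, treated as cytotoxic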
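Material: mouse AML12 hepatocyte cell line, fixed after treatment; Timing: compound with oleate, overnight; Technique: high-content imaging of BODIPY-stained droplets and DAPI nuclei; Probe or stimulus: oleate, 100 µM final; Dosing: compound at 6.5 µM only.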
SIAH1 antagonists – Siah-1 peptide-binding antagonists, primary screen, biochemical, fluorescence polarization, rhodamine-plectin, uHTS (AID 1817); displacement, % at 20 µM, or IC50 in µM where a hit was titrated; Siah-1 / rhodamine-plectin peptide fluorescence polarization; higher % means a stronger effect; 0.02% of 290,000 active;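 active means displacement of at least 50% at 20 µM, with a fluorescence ratio check between 0.3 and a set limit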;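 further: plate controls were Siah plus tracer with DMSO for no effect and tracer alone without Siah for full effect; strong numbers were not always called active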
HEK293 NOD2/NF-kB – NOD2 signaling inhibitors, cell-based, luminescence, uHTS, HEK293 (AID 1566); 0.63% of 290,000 active; HEK293 NOD2/NF-kB luciferase reporter, luminescence; higher % means a stronger effect; inhibition, % at 4 µM; hits with a dose series show EC50 in µM; further: many of its hits are not listed in these tables
Myeloid diff 2 – promotes myeloid progenitor differentiation; AID 624256; ER-HoxA9 myeloid progenitors, lysozyme-GFP differentiation, flow cytometry; 1% of 360,000 active; calls only at 10 µM;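 active means normalized GFP-positive differentiation at or above the plate's own cutoff, the solvent-only control mean plus 3 SD; inconclusive means no clear call, values can overlap the other calls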;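 further: cells exposed to compound for four days before flow analysis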
XIAP displacement – XIAP antagonists, biochemical, IAP family, fluorescence polarization (AID 1018); XIAP BIR domain, fluorescence polarization peptide displacement; higher % means a stronger effect; displacement, % at 20 µM; hits with a dose series show IC50 in µM; 0.007% of 200,000 active; in the data active means displacement above about 50%; further: a part of the inactive calls stands beside numbers as strong as those of hits
AID2073 – disruptors of CaV2.2 binding to Mint1 – biochemical, HTRF (AID 2073); inhibition, % at 20 µM, or IC50 in µM where a hit was titrated; 0.19% of 290,000 active; HTRF protein-protein interaction, Mint1-CaV2.2; higher % means a stronger effect; in the data active means inhibition mostly above about 51%, no sharp cut-off; inconclusive means no clear call, values can overlap the other calls; inactive means mostly below about 53%; further: some results filed as inactive read as strong as hits
Lipid droplet cells 6.5 µM – further read-out of Lipid droplet, marked with its call; cell count; measured here: cell count, cytotoxicity flag;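 cells counted across two imaged fields per well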
NS5 inhibitors pilot replicate – further read-out of NS5 inhibitors, marked with its call; inhibition, %; measured here: pilot screen replicate inhibition
Myeloid diff 2 GFP+ MAC1+ % – further read-out of Myeloid diff 2, marked with its call; GFP+ MAC1+ double positive, %; measured here: differentiation confirmed by MAC1 staining
Starred values were filed as active, the others as inactive; i = inactive; u = inconclusive; x = not tested or not shown. Unless noted, no stated cut-off is given here; in the data, active means inhibition above about 50%; inactive means the rest. This is a subset; count on the stated rates, not on these rows.

SMILES | LYP inhibition | HIV fusion peptide | NS5 inhibitors | Lipid droplet | Lipid droplet cells 6.5 µM | SIAH1 antagonists | HEK293 NOD2/NF-kB | Myeloid diff 2 | Myeloid diff 2 GFP+ MAC1+ % | XIAP displacement | AID2073 | others
O=C(Oc1ccccc1-c1nnco1)c1ccc(Cl)cc1 | -4% | 5.0% | -6% | 2 | 761 | 4% | 15% | x | x | -6.1% | -4%
O=C(c1ccc(Cl)cc1)n1c(NCc2ccccc2)n[nH]c1=S | -5% | -0.8% | -3% | 7 | 627 | 19% | -38% | i | 0.4 | -5.5% | u
c1ccc(CSc2nnc(-c3ccco3)n2Cc2ccco2)cc1 | 0% | 1.9% | -3% | x | x | -4% | -113% | i | 1.9 | -8.9% | -2%
COc1ccc(CCNC(=O)c2cc3c(C)nccc3[nH]c2=O)cc1OC | -4% | -2.7% | 0% | 2 | 678 | 0% | -5% | i | 0.7 | -9.0% | 0%
COc1ccc(-n2c(SCC(=O)Nc3sc4c(c3C#N)CCCC4)nnc2-c2ccc(O)cc2)cc1 | 6% | -4.0% | -2% | 5 | 738 | 12% | -38% | i | 2.7 | -15% | -4%
O=CN1CCN(C(=O)c2ccc(Br)o2)CC1 | -12% | -0.2% | 0% | -3 | 858 | 2% | -4% | x | x | x | 4%
COc1ccc(S(=O)(=O)Nc2cc(C)c(O)cc2C(C)C)cc1 | -4% | -1.4% | -6% | -2 | 652 | 0% | 12% | i | 2.1 | -1.0% | -15%
Cc1cccc(OCC(=O)NC2CCCc3ccccc32)c1C (configuration not stated) | -4% | -0.3% | -2% | 4 | 799 | 6% | 13% | i | 0.0 | -6.7% | -2%
Cc1cccc(C)c1OCc1cc(C(=O)N2CC3C[C@@H]4CC2C[C@H](C3)C4)no1 | -4% | 0.4% | -3% | 14 | 744 | 0% | -54% | i | 1.5 | x | 0%
Cc1ccccc1NC(=O)CSc1cn[nH]n1 | -5% | -0.3% | -16% | 8 | 829 | 3% | 6% | i | 0.4 | x | 4%
Cc1cc[n+]2cc(-c3cccc([N+](=O)[O-])c3)c(-c3cccc([N+](=O)[O-])c3)cc2c1 | -3% | -8.0% | -7% | -3 | 714 | 11% | 0% | i | 0.7 | 0.6% | 8%
CC1CN(C(=S)Nc2ccc(Cl)cc2)CC(C)O1 (configuration not stated) | 3% | 0.3% | 2% | 2 | 818 | 2% | 9% | i | 0.4 | x | 7%
CCOc1ccccc1NC(=O)CN1C(=O)CSC(C)C1=O (configuration not stated) | -11% | 1.9% | 1% | 3 | 722 | 0% | 2% | i | 0.3 | -3.1% | 3%
COc1ccccc1OCC(=O)N1CCN(C(=O)c2ccco2)CC1 | -12% | -2.3% | -2% | -5 | 722 | 0% | 4% | i | 1.8 | x | 3%
Cc1cc(C)nc(N2CCN(C(=O)CCC(=O)Nc3nnc(C(C)C)s3)CC2)n1 | -6% | 1.2% | -5% | 13 | 732 | 5% | -24% | i | 0.3 | x | -7%
CN(C)CCNC(=O)CCCNC(=O)Cn1cnc2sc3c(c2c1=O)CCCC3 | 1% | 0.4% | -4% | 4 | 781 | 2% | 9% | i | 1.0 | -0.9% | -3%
CN1CCN(c2nnc(-c3ccc(F)cc3)c3ccccc23)CC1 | -6% | -1.9% | -7% | 8 | 729 | 4% | 5% | x | x | x | 18%
COc1cccc(NC(=O)COC(=O)C2CCN(S(=O)(=O)c3cccs3)CC2)c1 | -5% | -1.3% | 2% | 6 | 652 | -5% | 9% | i | 0.4 | -9.1% | -5%
CCOC(=O)c1c(NC(=O)COC(=O)c2cc(OC)c(OC)cc2[N+](=O)[O-])sc(C)c1CC | -8% | 4.6% | -3% | -10 | 605 | 1% | 14% | u | x | -6.0% | -4%
CCOC(=O)c1sc(N(C)C)nc1-c1ccccc1 | 0% | 0.0% | -3% | -3 | 706 | 3% | 15% | i | 0.4 | 1.8% | -7%

Continued; the last 2 above are carried over.
SMILES | LYP inhibition | HIV fusion peptide | NS5 inhibitors | Lipid droplet | Lipid droplet cells 6.5 µM | SIAH1 antagonists | HEK293 NOD2/NF-kB | Myeloid diff 2 | Myeloid diff 2 GFP+ MAC1+ % | XIAP displacement | AID2073 | others
CCOC(=O)c1c(NC(=O)COC(=O)c2cc(OC)c(OC)cc2[N+](=O)[O-])sc(C)c1CC | -8% | 4.6% | -3% | -10 | 605 | 1% | 14% | u | x | -6.0% | -4%
CCOC(=O)c1sc(N(C)C)nc1-c1ccccc1 | 0% | 0.0% | -3% | -3 | 706 | 3% | 15% | i | 0.4 | 1.8% | -7%
COc1ccccc1NC(=O)NCCN1CCNC1=O | -4% | -1.6% | -12% | 0 | 742 | -5% | 4% | i | 0.8 | x | 1%
O=C(Nc1nnc(CCN2CCCCC2)s1)C1CCCCC1 | 4% | 1.7% | 7% | -20 | 674 | -1% | 9% | i | 0.6 | 2.4% | -4%
CCOC(=O)N1CCN(C(=O)CSc2nnc(COc3ccccc3)o2)CC1 | -5% | 0.5% | -4% | 4 | 604 | 2% | 10% | i | 2.4 | 0.5% | -6%
CCC(C)NC(=S)N(CCc1ccccc1)Cc1cc2cc(OC)c(OC)cc2[nH]c1=O (configuration not stated) | 5% | 3.4% | -3% | -8 | 642 | -1% | 4% | i | 0.0 | -1.0% | 7%
COc1ccc(/C=C/C(=O)Nc2nc(N)n(-c3ccccc3)n2)cc1 | 2% | 0.5% | -5% | -3 | 576 | 2% | 5% | i | 0.2 | 3.2% | 5%
CCOC(=O)c1c(CNCCN(CC)CC)n(C)c2cc(Br)c(OC)cc12 | -3% | 3.0% | -6% | 8 | 722 | 2% | -15% | i | 1.0 | -10% | 10%
C=CCC(C(=O)OC)(C(=O)OC)c1ccc(C(F)(F)F)cc1[N+](=O)[O-] | 0% | 0.6% | -7% | 3 | 644 | 7% | 24% | i | 0.7 | 11% | 6%
COc1ccc(CCNC(=O)C2CCCN2C(=O)NC2CCCCC2)cc1OC (configuration not stated) | -5% | -1.4% | -7% | x | x | -1% | -6% | i | 0.8 | -1.2% | 0%
CC1(C)C(C=C(Cl)Cl)C1C(=O)N(Cc1ccccc1Cl)C1CCS(=O)(=O)C1 (configuration not stated) | -4% | -1.8% | -8% | -19 | 645 | 3% | 10% | i | 0.6 | -2.1% | 0%
Nc1nc2ccccc2n1/N=C/c1ccc([N+](=O)[O-])s1 | -11% | -0.7% | -3% | -3 | 685 | -7% | 44% | u | x | -5.0% | 19%
S=C(Nc1cc(Cl)ccc1Cl)Nn1cnnc1 | 2% | 0.8% | x | -13 | 711 | 7% | 16% | i | 1.0 | x | 8%
Nc1nc(SCC(=O)NCC2CCCO2)[nH]c(=O)c1NC(=O)c1ccc(F)c(F)c1 (configuration not stated) | -2% | -2.3% | -5% | -1 | 703 | -6% | -3% | i | 2.8 | x | -2%
COc1ccc(/C=N/NC(=O)c2cccc([N+](=O)[O-])c2)cc1OS(=O)(=O)c1ccccc1 | 3% | 0.4% | 1% | -2 | 695 | 2% | 1% | i | 0.8 | -6.2% | 9%
Nc1nc(NCCOCCO)nc(Nc2cccc(F)c2)c1[N+](=O)[O-] | 0% | -1.7% | 3% | 4 | 791 | -4% | 10% | i | 0.5 | x | 10%
CC(C)OCCCNC(=O)C1CC(=O)N(C2CCCCCCC2)C1 (configuration not stated) | -3% | -1.4% | 2% | x | x | -5% | -21% | i | 1.1 | -0.7% | -2%
COc1cc([N+](=O)[O-])ccc1NC(=S)Nn1cnnc1 | -4% | 1.6% | -1% | 1 | 686 | 3% | 0% | i | 1.2 | x | 3%
O=C(COC(=O)COc1cccc2ccccc12)NCC(F)(F)F | -9% | -1.3% | 2% | 16 | 668 | 3% | 8% | i | 1.1 | -4.3% | -11%
O=C(COC(=O)Cc1ccsc1)Nc1ccccc1 | -4% | -0.1% | -4% | 6 | 661 | 4% | 5% | i | 0.4 | -3.9% | 10%
O=[N+]([O-])c1ccc2nonc2c1Nc1cccc(F)c1 | -7% | 7.9% | 5% | -3 | 822 | -2% | 19% | i | 0.6 | x | -1%
CN=C(NC1CCCCC1)c1ccc([N+](=O)[O-])cc1 | -6% | -0.8% | 11% | -7 | 811 | 3% | 7% | i | 0.3 | x | -4%

The last 2 compounds of the section before open the next one.
SMILES | LYP inhibition | HIV fusion peptide | NS5 inhibitors | Lipid droplet | Lipid droplet cells 6.5 µM | SIAH1 antagonists | HEK293 NOD2/NF-kB | Myeloid diff 2 | Myeloid diff 2 GFP+ MAC1+ % | XIAP displacement | AID2073 | others
O=[N+]([O-])c1ccc2nonc2c1Nc1cccc(F)c1 | -7% | 7.9% | 5% | -3 | 822 | -2% | 19% | i | 0.6 | x | -1%
CN=C(NC1CCCCC1)c1ccc([N+](=O)[O-])cc1 | -6% | -0.8% | 11% | -7 | 811 | 3% | 7% | i | 0.3 | x | -4%
COc1ccccc1C(=O)Nc1cccc(NC(C)=O)c1 | -4% | 0.5% | -6% | x | x | -2% | -18% | i | 7.0 | -1.2% | -3%
CN1C(C(=O)NCc2cccc(C(F)(F)F)c2)CC2Cn3c(nc4cc(Cl)c(Cl)cc43)C21 (configuration not stated) | -5% | -0.3% | -5% | -9 | 712 | 2% | 11% | i | 0.4 | x | 2%
Cc1ccc(-c2nn(C(C)(C)C)c3ncnc(N)c23)cc1 | -9% | 0.9% | -3% | x | x | 0% | 21% | x | x | -5.0% | 2%
CCOc1ccccc1NC(=O)C(C)CC (configuration not stated) | 5% | -0.4% | 2% | 11 | 707 | 0% | 10% | i | 0.2 | -3.8% | -4%
CC1CCCN(C(=O)C2CCN(S(=O)(=O)c3cccc4nsnc34)CC2)C1 (configuration not stated) | -10% | 0.0% | -6% | -49 | 746 | -6% | 11% | i | 0.8 | x | 4%
Cc1cc(Nc2ccc3c(c2)OCCO3)n2ncnc2n1 | -4% | -1.9% | -3% | x | x | 7% | 2% | i | 0.9 | -3.2% | -3% | NS5 inhibitors pilot replicate=4.3
S=C(NCc1ccc2c(c1)OCO2)NC1CC1 | 4% | -1.5% | -8% | -4 | 696 | -5% | 13% | i | 1.2 | -8.2% | -3%
CCC(C)(C)NC(=O)CN(Cc1ccccc1)C(=O)CCC(=O)Nc1nccs1 | -7% | 0.2% | -2% | -1 | 803 | 11% | 0% | i | 0.6 | x | 2%
CC(C)c1ccc(N2C(=O)/C(=C/N(C)C)SC2=S)cc1 | -5% | 2.6% | u | 3 | 642 | -4% | -23% | i | 0.6 | x | -18%
COc1ccc(/C=C/C(=O)Nc2cc(=O)n(C)c(=O)n2C)cc1 | 6% | -1.3% | -5% | u | x | -4% | 3% | i | 0.6 | 1.1% | -5%
O=C(C1CCN(S(=O)(=O)c2ccc(Cl)cc2)CC1)N1CCCCCCC1 | -5% | 0.2% | -1% | -43 | 777 | 4% | 7% | i | 0.0 | x | 15%
O=C(COC(=O)c1cc([N+](=O)[O-])ccc1N1CCOCC1)NCCc1ccccc1 | -6% | -0.6% | -7% | 0 | 805 | 4% | 10% | i | 0.6 | x | 6%
CCCc1[nH]n(-c2ccc([N+](=O)[O-])cc2)c(=O)c1C=NCCc1c[nH]c2ccccc12 | 9% | -3.0% | -8% | -25 | 526 | -2% | -1% | i | 0.6 | -12% | 10%
